CF NFkB inh = blocks PAF-induced NF-kB reporter in cystic fibrosis cells | KKLEB NF-kB-GFP reporter, GFP fluorescence overnight | inhibition, % at 5 µM | 0.86% of 360,000 active | AID 588850;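 active means at least 50% inhibition at 5 µM, scaled per plate between neutral and stimulator controls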;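 further: PAF is a Pseudomonas aeruginosa culture filtrate used as stimulus; plate controls were PAF-stimulated DMSO wells for no effect and unstimulated DMSO wells for full effect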
Shn3 3UTR inh = Schnurri-3 reporter inhibition in Clone20 osteoblasts. Clone20 osteoblast Shn3 3'UTR firefly luciferase, 24 h. inhibition, % at 12.5 µM. 0.52% of 360,000 active;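 active means mean inhibition of at least 75% with every replicate also reaching 75%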;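 further: 0% = median of neutral control wells and 100% = pilot-screen positive control compound; some compounds past the cut are filed as inactive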
NR2E3 ag-1 = activates human NR2E3 receptor; CHO-S Gal4-NCOR/VP16-NR2E3 two-hybrid, luciferase; inhibition of corepressor binding, % at 3.98 µM; 0.35% of 360,000 active; AID 602229;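 active means inhibition above the mean of all tested compounds plus 3 SD, cut at about 70% in these data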;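 further: 0% = DMSO with NR2E3 transfected cells and 100% = cells lacking NR2E3 construct; higher means lower luciferase signal from less NR2E3 corepressor binding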
Target sequence (Q9Y5X4 whole entry, looked up, the tested form may be a part): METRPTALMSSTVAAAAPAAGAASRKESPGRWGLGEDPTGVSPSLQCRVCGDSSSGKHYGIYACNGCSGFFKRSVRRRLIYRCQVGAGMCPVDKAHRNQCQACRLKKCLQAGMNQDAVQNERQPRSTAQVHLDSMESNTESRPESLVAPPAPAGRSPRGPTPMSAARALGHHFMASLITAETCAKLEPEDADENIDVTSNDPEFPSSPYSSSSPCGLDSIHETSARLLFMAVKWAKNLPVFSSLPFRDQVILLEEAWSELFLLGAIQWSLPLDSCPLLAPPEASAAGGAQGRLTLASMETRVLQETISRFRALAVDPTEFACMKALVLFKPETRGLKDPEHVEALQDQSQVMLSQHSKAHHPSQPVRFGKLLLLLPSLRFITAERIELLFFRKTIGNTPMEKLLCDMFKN
C8 TRAIL sens = caspase-8 TRAIL sensitization; inhibition (viability loss, TRAIL sensitization), % at 10 µM; NB7+C8 cells + TRAIL, ATPlite viability luminescence; AID 624354; 1% of 360,000 active;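 active means compounds causing at least 50% loss of cell viability in the single-dose screen, relative to plate controls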
TWEAK-Fn14 inh = inhibitors of TWEAK-Fn14 interaction signaling; 2% of 360,000 active; TWEAK-stimulated Fn14 reporter cells, luciferase luminescence, 8 h; inhibition, % at 10 µM; in the data active means inhibition above about 50%
KKLEB cytotox = reduces viability of KKLEB cystic fibrosis airway cells; 0.36% of 360,000 active; activity change (cytotoxicity), % at 5 µM; KKLEB CF airway cells viability, ATPlite luminescence, overnight; hits give low values; cells stimulated with P. aeruginosa culture filtrate;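 active means corrected activity change at or below -50% at 5 µM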
Peg3 prom inh = Peg3 promoter activity inhibition. HeLa PEG-Prom luciferase reporter, luminescence, overnight. inhibition, % at 20 µM. 1.7% of 360,000 active;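 active means inhibition of at least 50% at 20 µM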
TROY signal inh = blocks TROY-dependent signaling in reporter cells; inhibition, % at 10 µM; 0.98% of 360,000 active; Q293 LMP1-TROYcd NF-kB luciferase reporter, 4 h;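 active means compounds whose plate-normalised and pattern-corrected inhibition of the luciferase reporter signal at the single screening dose is 50% or more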
NR2E3 ag-2 = activates human photoreceptor nuclear receptor NR2E3 | Q9Y5X4 | GST-NR2E3/biotin-RetCOR TR-FRET, 1536-well | inhibition of corepressor binding, % at 4.78 µM | 0.12% of 320,000 active | AID 2300;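 active means percent inhibition above the cutoff of mean plus 3 SD of all tested compounds, set per screening campaign, cut at about 20% in these data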;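 further: 0% = DMSO wells and 100% = biotin wells as full block of FRET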
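Material: NR2E3–RetCOR corepressor complex / Amount: 1.35 nM GST-NR2E3 / Medium: Tris pH 7.5 / Compound: single nominal compound dose of 4.8 µM / Incubation: 5 h at 4 °C / Technique: TR-FRET, Eu(K)-anti-GST donor, streptavidin-D2 acceptor, ex 340, em 617/671 nm / Read-out basis: percent loss of FRET ratio relative to control wells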
HIF-2a block = blocks HIF-2a reporter activity; inhibition, % at 18.8 µM; 0.72% of 360,000 active; 786-0 RCC cells HIF-2a reporter, luciferase luminescence, overnight;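 active means inhibition of the luminescence signal of 40% or more relative to plate controls, in a single-dose primary screen at 18.75 µM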
TRPM1 prom inh = reduces MITF-dependent TRPM1 promoter luciferase signal; SK-MEL-5 TRPM1 promoter luciferase, 24 h; inhibition, % at 12.5 µM; 0.83% of 330,000 active;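 active means mean inhibition across replicates of 60% or more, whatever share of single replicates reaches that level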; further: values of inactives mirror those of a sister screen read the other way
An asterisk follows results filed as active; · = no result given. This is a subset; the hit share may differ from the screen's.

The opening two records, to show the layout:
SMILES | CF NFkB inh | Shn3 3UTR inh | NR2E3 ag-1 | C8 TRAIL sens | TWEAK-Fn14 inh | KKLEB cytotox | Peg3 prom inh | TROY signal inh | NR2E3 ag-2 | HIF-2a block | TRPM1 prom inh
CCOc1ccccc1/C=C/c1onc(C)c1S(=O)(=O)N1CCC(C(=O)N(CC)CC)CC1 | -8 | -3 | -6 | -18 | -8 | -4 | 19 | 2 | 2 | 12 | 3
CCOc1ccc(OCCC(=O)OCC(=O)Nc2ccc3c(c2)OCO3)cc1 | 9 | -15 | -24 | -4 | -28 | 10 | -56 | 11 | 0 | -51 | -11

This part in full, from the start:
SMILES | CF NFkB inh | Shn3 3UTR inh | NR2E3 ag-1 | C8 TRAIL sens | TWEAK-Fn14 inh | KKLEB cytotox | Peg3 prom inh | TROY signal inh | NR2E3 ag-2 | HIF-2a block | TRPM1 prom inh
CCOc1ccccc1/C=C/c1onc(C)c1S(=O)(=O)N1CCC(C(=O)N(CC)CC)CC1 | -8 | -3 | -6 | -18 | -8 | -4 | 19 | 2 | 2 | 12 | 3
CCOc1ccc(OCCC(=O)OCC(=O)Nc2ccc3c(c2)OCO3)cc1 | 9 | -15 | -24 | -4 | -28 | 10 | -56 | 11 | 0 | -51 | -11
Cc1ccc([N+](=O)[O-])cc1N(CC(=O)N1CCCCC1)S(C)(=O)=O | -11 | -45 | -13 | -5 | 10 | 1 | 10 | 2 | -1 | 9 | 7
CC(=O)Nc1ccc(C(=O)Nc2ccc(S(=O)(=O)N3CCCC3)cc2)cc1 | 4 | -8 | 0 | -1 | 2 | -14 | 22 | 29 | 6 | 1 | -1
Cc1ccc(NC(=O)Nc2nc3ccccc3s2)cc1NC(=O)Nc1nc2ccccc2s1 | -28 | -20 | -26 | 4 | 2 | 4 | -48 | 2 | -1 | -29 | 0
COc1ccc(CC(NC(=O)c2ccccc2)C(=O)NCC(=O)O)cc1 (stereo not given) | 15 | -4 | -5 | -7 | 6 | -11 | -1 | -10 | -1 | 6 | ·
O=c1cc(-c2ccc(Cl)cc2)oc(=O)[nH]1 | -12 | -2 | -7 | 5 | -1 | -6 | 2 | -15 | -1 | 7 | 8
CC(C)CCN1CCN(Cc2ccc(N3CCNC3=O)cc2)CC1CCO (stereo not given) | 8 | -14 | 7 | -3 | -4 | 2 | 7 | 3 | 1 | 2 | -9
O=C(CCc1ccccc1)Nc1ccc(N2CCOCC2)cc1 | -14 | -29 | -17 | 2 | -1 | 8 | -69 | -3 | 1 | -55 | -4
Cc1ccccc1NC(=O)c1ccno1 | 10 | 15 | -25 | -10 | 4 | 5 | 1 | -5 | 1 | 12 | 6
O=c1c2ccccc2n(Cc2ccc(F)cc2)c(=O)n1C1CCCC1 | 10 | 6 | -37 | 9 | 7 | 6 | 36 | 10 | -2 | 28 | -1
O=C1CCCCC1S(=O)(=O)c1ccccc1 (stereo not given) | 4 | 9 | 6 | -1 | -7 | 8 | -1 | 6 | 0 | 11 | 0
Cc1cc(O)c(-c2n[nH]c3c2C(c2cccc(O)c2)N(Cc2cccnc2)C3=O)cc1Cl (stereo not given) | 21 | 20 | 11 | -4 | 18 | 9 | 25 | 63* | 1 | 33 | 5
CC(C)N(CCNC(=O)c1ccc(NC2=NC3CS(=O)(=O)CC3S2)cc1)Cc1ccco1 (stereo not given) | 1 | -10 | -33 | -7 | 19 | 2 | 10 | -5 | 1 | -3 | ·
CCOc1ccc(Nc2ncnc3c2nnn3Cc2ccccc2)cc1 | 2 | -13 | -5 | -11 | -13 | -7 | -39 | -6 | 3 | -67 | -22
CSCCC(NC(=O)COc1ccccc1)C(=O)NCCOc1ccccc1 (stereo not given) | -1 | 8 | -12 | -14 | 7 | 0 | -4 | -1 | 4 | 0 | 1
Cc1ccc(NC(=O)N2CCCCC2)cc1[N+](=O)[O-] | -35 | -3 | 6 | -14 | 6 | 3 | -27 | -12 | -1 | -42 | 12
COC(=O)c1ccccc1-c1ccc(C(c2c(C)[nH][nH]c2=O)c2c(C)[nH][nH]c2=O)o1 | 0 | -1 | -6 | -4 | 17 | -8 | 19 | -2 | 9 | 12 | 6
OCCN=C1CCCc2c1[nH]c1ccc(Cl)cc21 | -10 | 8 | -1 | 3 | 8 | -10 | 28 | -34 | 10 | -18 | 36
CNc1nc(N/N=C/c2cc3c(cc2[N+](=O)[O-])OCO3)nc(Nc2ccccc2)n1 | 2 | 5 | -7 | -6 | 18 | -4 | 86* | 29 | 2 | -28 | 36
COc1ccc(-c2oc3ccccc3c2C(=O)OCc2ccccc2OC)cc1 | -8 | 4 | -4 | 22 | -16 | -2 | -2 | -26 | 2 | -33 | -11
CCOc1ccc(NC(=O)Cn2nc(C(N)=O)c3ccccc3c2=O)cc1S(=O)(=O)N1CCCC1 | 0 | 16 | 17 | -3 | 0 | 12 | -6 | 7 | 4 | -5 | 9
CCn1c(SCC(=O)OCC(=O)N2c3ccccc3NC(=O)C2(C)C)nnc1-c1ccco1 | 0 | -4 | -18 | -25 | -5 | -15 | 10 | 2 | -1 | 9 | 0
COc1ccc(NC(=O)Nc2ccc3c(c2)CCC3)c(OC)c1 | 14 | 7 | -7 | -10 | -14 | -11 | -38 | -21 | 1 | -31 | -2
CN(c1ccccc1)S(=O)(=O)c1ccc(NC(=O)c2ccc(F)cc2)cc1 | 1 | 18 | -5 | 2 | 18 | -16 | -22 | 12 | 4 | -64 | -21
COC(=O)C(C)n1cnc2c(nnn2-c2ccccc2)c1=O (stereo not given) | -25 | -20 | -36 | 19 | -13 | 2 | 14 | -5 | -3 | -10 | 5
CCSc1ccc2c(c1)N(CCCN1CCN(C)CC1)c1ccccc1S2 | -18 | -13 | 27 | 8 | -14 | 16 | 57* | 0 | 0 | -4 | -5
CCCCCCCCSc1nnc2[nH]c(=O)cc(N)n12 | -8 | -11 | -9 | -3 | -75 | 11 | 6 | 1 | 1 | 2 | 4
CCN1CCN(S(=O)(=O)c2ccc(Cl)c(C(=O)N(C)Cc3ccc(F)cc3)c2)CC1 | -1 | 7 | 18 | 6 | 3 | -8 | 21 | -2 | -3 | 10 | 1
Cc1noc(C)c1CSCC(=O)N(C)CC(=O)Nc1ccc(Cl)cc1 | -1 | -5 | -3 | 8 | -1 | 7 | 0 | 20 | -2 | 7 | 2
CCc1ccc(NC(=O)CSc2ccccn2)cc1 | -6 | -31 | -12 | -2 | -15 | 2 | -218 | -58 | -1 | -48 | -60
Cc1ccc(OCc2cc(C(=O)N(C)CCc3ccccc3)no2)cc1C | 4 | -110 | -98 | 10 | -23 | -2 | -184 | -37 | 0 | -252 | -104
O=c1[nH]c2cc3c(cc2cc1C(c1nnnn1C1CCCC1)N1CCCc2ccccc21)OCCO3 (stereo not given) | 9 | -15 | -23 | -9 | -5 | 1 | 14 | 0 | · | 0 | 6
CC(C)(C)Nc1c([N+](=O)[O-])c(=O)sc2ccccc12 | 2 | -21 | 18 | -2 | 7 | -8 | 7 | 10 | 3 | 6 | 9
CCOC(=O)CS(=O)(=O)c1ccc(C(F)(F)F)cn1 | 5 | -3 | -5 | -19 | -33 | -5 | 1 | 9 | 2 | 27 | -19
COc1cc(OC)cc(C(=O)NC(=S)Nc2nnn(C)n2)c1 | 2 | 12 | -36 | 10 | 0 | 3 | 9 | -9 | 1 | 10 | -1
Cc1c(S(=O)(=O)N2CCc3ccccc3C2)c(=O)n(C)c(=O)n1C | 18 | -9 | -24 | 10 | 5 | -19 | 2 | -7 | -2 | 20 | ·
N#Cc1ccccc1NC(=O)CSc1nnc(-c2ccc(F)cc2)n1-c1ccccc1 | 18 | 3 | 6 | 8 | 7 | -6 | 19 | -5 | · | 6 | -4
Cc1cc(C(=O)NNC(=S)NC(=O)/C=C/c2ccccc2Cl)n[nH]1 | -3 | -6 | -114 | 7 | 14 | -3 | -6 | -37 | 6 | -43 | 18
COc1ccc(N2C(=O)CS/C2=N\C(=S)Nc2ccccc2)cc1 | -7 | 16 | -22 | -11 | 5 | 4 | 3 | -63 | -6 | -20 | 10
Cc1nn(C)c(C)c1S(=O)(=O)N1CCC(C(=O)NCCC2=CCCCC2)CC1 | -8 | 6 | 17 | 16 | -17 | 12 | -13 | -21 | 3 | 9 | 4
CCCN(Cc1nnc(-c2ccccc2Cl)o1)C(=O)COc1ccc(Cl)cc1 | -3 | -9 | 24 | 1 | -16 | 3 | 11 | 10 | 6 | 1 | ·
COc1cc(SC)ccc1C(=O)Nc1cccc(C)n1 | -3 | 46 | -150 | 43 | 11 | -8 | -354 | -46 | 5 | -358 | -101
COc1ccc(CNC(=O)C2CCN(S(=O)(=O)c3ccc4c(c3)CC(C)N4C(=O)C3CC3)CC2)cc1 (stereo not given) | -20 | 32 | -5 | 12 | 4 | 5 | 11 | 17 | 0 | 12 | 2
CCOc1ccc(-c2csc(N)c2C(=O)OC)cc1 | 8 | 3 | 7 | 4 | 3 | -11 | -12 | -14 | 5 | 19 | 9
COc1ccc(-c2nn(-c3ccccc3)cc2/C=N/n2cnnc2)cc1OC | 6 | -11 | 7 | -5 | -4 | -10 | -11 | -38 | -3 | -4 | -15
N#Cc1ccc(-c2nc3ccc(Cl)cn3c2Cc2ccccc2C(F)(F)F)cc1 | 18 | 1 | -36 | 5 | -3 | -16 | -35 | -6 | · | -79 | ·
O/N=C/c1cn(-c2ccccc2)nc1-c1ccc2c(c1)OCCO2 | 35 | 1 | -60 | -1 | 8 | 3 | -81 | -17 | 3 | -109 | -37
CCOC(=O)c1c(C)[nH]c(C(=O)COC(=O)CN2C(=O)C3CCCCC3C2=O)c1C (stereo not given) | 4 | -6 | 1 | 14 | -14 | -3 | 11 | 7 | 1 | 9 | 12
CCCCC(=O)NCCc1ccc(OC)cc1 | 1 | 4 | 1 | 5 | -6 | 3 | 11 | 8 | -1 | 14 | 6
COc1cc(C#N)ccc1OCC(=O)N1CCc2ccccc2C1 | -8 | 2 | 5 | -22 | -31 | 5 | -1 | -27 | 5 | -7 | -3
O=C(COC(=O)CC1c2ccccc2CCN1S(=O)(=O)c1ccc(F)cc1)Nc1ccccc1 (stereo not given) | -2 | 2 | -12 | -2 | 9 | 8 | 16 | 12 | -4 | 25 | 1
C/C(=N\NC(=O)c1cc(C(C)C)[nH]n1)c1ccco1 | 9 | -40 | -21 | 42 | 22 | -10 | -75 | -16 | 1 | -37 | -36
CCc1nnc(NC(=O)c2ccc3c(=O)n4c(nc3c2)CCCCC4)s1 | 8 | -19 | -33 | -19 | -12 | 3 | -29 | -3 | 0 | -66 | -16
COc1ccc2c(c1OC)C(=O)N(c1cccc(/C=C/C(=O)O)c1)C2 | -8 | -15 | -42 | 46 | 11 | -2 | 1 | -12 | -3 | 16 | 8
Cc1ccccc1-c1nc(S(=O)(=O)c2ccccc2)c(N2CCCC2)o1 | -18 | 6 | 18 | -4 | -6 | -9 | 4 | 7 | · | 11 | 13
CCOCCCNC(=O)c1ccc(CN2CCc3ccccc3C2)cc1 | 4 | -9 | -9 | -14 | 14 | -6 | 1 | -4 | · | -5 | ·
